Screening data: PubChem, National Center for Advancing Translational Sciences (NCATS)
AmpC no deterg – AmpC beta-lactamase inhibition without detergent. AmpC nitrocefin hydrolysis, absorbance 480 nm, 0.0001% Triton. Potency, µM (top dose mostly 57.1 µM), without a hit: at the top dose activity change, negative = inhibition, hits mostly inhibitors. hit rate 0.52% among 330,000;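 note: potency is the fitted concentration of half-maximal effect; plate controls were no compound for no effect and no enzyme for full effect; nearly all actives have a fitted effect of over 20% in size; some results filed as inactive show a strong effect at the top dose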
Target sequence (P00811 whole entry, looked up): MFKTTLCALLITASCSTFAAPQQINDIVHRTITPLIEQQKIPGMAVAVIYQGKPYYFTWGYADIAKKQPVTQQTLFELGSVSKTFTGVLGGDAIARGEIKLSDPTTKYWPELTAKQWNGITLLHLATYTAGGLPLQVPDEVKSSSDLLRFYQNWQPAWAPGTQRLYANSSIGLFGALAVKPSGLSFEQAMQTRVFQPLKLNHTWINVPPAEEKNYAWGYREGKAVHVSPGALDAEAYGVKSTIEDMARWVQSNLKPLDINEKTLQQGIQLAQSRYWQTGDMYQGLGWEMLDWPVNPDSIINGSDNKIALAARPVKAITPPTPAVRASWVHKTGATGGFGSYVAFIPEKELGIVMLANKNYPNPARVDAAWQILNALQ
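AmpC (5.3 nM in the dispensed reagent) in 20 mM phosphate pH 7.0 with 0.01% (detergent screen) or 0.0001% Triton X-100 was preincubated with compounds for 15 min at room temperature. Nitrocefin was then added from an 800 uM solution, and hydrolysis was followed at 480 nm.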
LmPK inhibitor – blocks Leishmania mexicana pyruvate kinase activity. Q27686. purified LmPK, Kinase-Glo ATP luminescence, 1 h. Potency, µM (titrated, usually from 57.5 µM), for the others: top-dose activity change, negative = inhibition, most hits filed as inhibitors. hit rate 0.37% among 290,000; note: potency is the fitted concentration of half-maximal effect
Target sequence (Q27686 whole entry, looked up): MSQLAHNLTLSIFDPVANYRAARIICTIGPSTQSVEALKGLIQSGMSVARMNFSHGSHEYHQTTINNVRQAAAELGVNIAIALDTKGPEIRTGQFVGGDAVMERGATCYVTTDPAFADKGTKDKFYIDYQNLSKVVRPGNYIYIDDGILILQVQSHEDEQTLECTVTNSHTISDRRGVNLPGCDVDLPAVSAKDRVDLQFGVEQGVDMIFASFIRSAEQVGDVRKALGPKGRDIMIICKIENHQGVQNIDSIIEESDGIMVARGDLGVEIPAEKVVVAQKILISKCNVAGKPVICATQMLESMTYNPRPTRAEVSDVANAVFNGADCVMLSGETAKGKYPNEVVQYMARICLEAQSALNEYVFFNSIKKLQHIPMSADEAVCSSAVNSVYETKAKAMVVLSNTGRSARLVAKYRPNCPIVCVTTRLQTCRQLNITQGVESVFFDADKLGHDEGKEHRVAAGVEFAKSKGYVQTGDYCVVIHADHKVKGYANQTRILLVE
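Purified LmPK (0.1 nM) converted ADP (0.1 mM) to ATP with PEP (0.5 mM) in imidazole buffer pH 7.2 with KCl and MgCl2, 1 h at room temperature. ATP was read by Kinase-Glo luminescence; data normalized to uninhibited and no-enzyme controls.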
TbPYK inhibitor – T. brucei pyruvate kinase inhibition; Potency, µM (doses to about 76.8 µM), for the others: top-dose activity, negative = inhibition, usual class: inhibitors; AID 624173; hit rate 0.12% among 410,000; TbPYK enzyme, Kinase-Glo Plus ATP luminescence, 45 min; Q57TT1; note: potency is the fitted concentration of half-maximal effect; nearly all actives have a fitted effect of over 50% in size
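TbPYK + substrate in 50 mM TEA pH 7.2, 100 mM KCl, 10 mM MgCl2, 0.05% BSA, 0.01% Tween-20; cpd pinned; ADP 130 uM final; 45 min RT; Kinase-Glo Plus 10 min; luminescence endpoint.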
AmpC detergent – AmpC beta-lactamase inhibition with detergent present; AID 485294; Potency, µM (doses to about 114 µM), for inactives: at the top dose activity change, negative = inhibition, most hits filed as inhibitors; AmpC hydrolysis of nitrocefin, absorbance 480 nm, 0.01% Triton; P00811; hit rate 0.041% among 370,000;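 note: potency is the fitted concentration of half-maximal effect; 0% = no-compound wells and -100% = no-enzyme wells; nearly all actives have a fitted effect of over 25% in size; some results filed as inactive show a strong effect at the top dose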
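20 mM phosphate pH 7.0 + 0.01% (detergent screen) or 0.0001% Triton X-100; 5.3 nM AmpC reagent; cpd preinc 15 min RT; nitrocefin (800 uM stock) to start; A480 q20 s × 4 min; Activity was normalised to no-enzyme and no-compound control wells.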
Sm TGR block – inhibitors of Schistosoma mansoni thioredoxin glutathione reductase | purified TGR, DTNB reduction, TNB absorbance 405 nm | Potency, µM (top dose mostly 114 µM), without a hit: at the top dose activity change, negative = inhibition, usual class: inhibitors | hit rate 3% among 360,000; note: potency is the fitted concentration of half-maximal effect; nearly all actives have a fitted effect of over 60% in size
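TGR 20 nM + NADPH 100 uM (dispensed conc.), cpd preinc 15 min RT; start with NADPH (500 uM addition) then DTNB (15 mM addition). Kinetic TNB absorbance, 405 nm filter. Four-parameter Hill fit across titration.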
HCMV antiviral – blocks human cytomegalovirus replication. HFF cells, HCMV-luciferase reporter, 72 h; stronger effect = lower value. activity change, negative = inhibition, % at 57.5 µM. hit rate 4.5% among 410,000. AID 1259415; in the data active = activity change below about -60%; inconclusive = no clear call, values can overlap the other calls; inactive = above about -39%
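Human foreskin fibroblasts infected with luciferase-reporter HCMV at MOI 1 PFU/cell, compounds at two doses. Luciferase measured 72 h post infection; normalized to buffer-only basal and Salinomycin (10uM) controls.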
AMA1-RON2 inh – AMA1-RON2 (P. falciparum) interaction inhibition | hit rate 0.2% among 360,000 | AID 720542 | AlphaScreen AMA1-biotinylated RON2 peptide binding | Potency, µM (highest dose often 58.2 µM), for inactives: top-dose activity change, negative = inhibition, most hits filed as inhibitors;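 note: potency is the fitted concentration of half-maximal effect; 0% = vehicle wells and -100% = peptide control; nearly all actives have a fitted effect of over 45% in size; some results filed as inactive show a strong effect at the top dose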
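AMA1 (3D7) with his tag at 25 nM final met compounds first, then biotinylated RON2 peptide at 25 nM; detection used donor plus acceptor beads, 10 µg/mL apiece, read by AlphaScreen after 30 min at room temperature.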
Active calls of the source: *; u = inconclusive; x = not tested or not shown; [ ] = another dose, or the depositor's remark. Unless noted, calls come from the whole dose curve; as a rule, active = well fitted curve in the direction sought with a large enough effect; inconclusive = small, poorly fitted or top-dose-only effect, or another doubt; inactive = no such curve, though single readings can be large; an effect the other way counts as inactive or inconclusive. Unless noted, % is set by controls: 0 for no effect and ±100 for the full control effect.

item	Molecule	AmpC no deterg	LmPK inhibitor	TbPYK inhibitor	AmpC detergent	Sm TGR block	HCMV antiviral	AMA1-RON2 inh
1	Cn1c(SCc2c(F)cccc2Cl)nnc1-c1cccs1	-17%	0%	0%	-2%	7%	-13	38%[activator]
2	CCCNC(=O)Cn1c2ccccc2c2nc(=O)cc(C)n21	-13%	5%	-5%	u	4%	27	-2%
3	O=C(Cc1cn2ccsc2n1)Nc1ccccn1	-5%	-5%	-7%	u	-2%	-20	-18%
4	O=C(NCc1ccccc1F)C1CCCN1C(=O)Nc1ccc(Cl)cc1 (stereo not given)	-11%	0%	0%	-7%	5%	-21	1%
5	O=C(O)c1cc(O)ccc1N=Nc1ccccc1	-12%	1%	0%	-4%	2%	-20	-1%
6	CC(=O)c1ccc(NC(=O)CN2C(=O)c3cccnc3Sc3ccccc32)cc1	x	x	-3%	1%	0%	9	x
7	O=C(O)c1cccc(NC2=C(N3CCOCC3)C(=O)c3ccccc3C2=O)c1	-2%	-19%	-2%	-1%	45µM*	27	-1%
8	COc1ccc(C2Nc3cccc4cccc(c34)N2)cc1Br	-22%	-4%	-15%	-11%	25µM*	15	-8%
9	O=Cc1cn(-c2ccccc2)nc1-c1ccc(F)cc1	-6%	1%	1%	-17%	-1%	-3	9%
10	NC(=O)CSc1nc2cc(Cl)ccc2c(=O)n1C1CCCCC1	-9%	0%	2%	-12%	-2%	-14	-3%
11	Cc1ccc(CN2CCCN(Cc3cc(C)ccc3C)S2(=O)=O)cc1	-17%	6%	2%	-4%	9%	-15	0%
12	CCOC(=O)C1CCN(c2c(C(=O)c3ccccc3)cnc3ccc(Cl)cc23)CC1	-40%	8%	-5%	4%	2%	36	1%
13	O=C1CN(C(=O)c2cccc(S(=O)(=O)N3CCCC3)c2)c2ccccc2N1	-4%	-1%	2%	-1%	-6%	-33	-6%
14	Cc1ccc(Cc2c(-c3ccc(Cl)cc3)nc3cc(C)ccn23)cc1	x	x	-1%	x	x	-21	-21%
15	O=C(Nc1ccc(Cl)cc1)c1ccc2c(c1)N(Cc1ccccc1)C(=O)c1ccccc1S2(=O)=O	x	x	4%	0%	5%	13	x
16	COc1ccc(-c2c(-c3cc(OC)cc(OC)c3)n(C)c3ccc(-c4ccc(OC)nc4)cc23)cc1	-17%	x	-10%	4%	3%	-12	u
17	O=C(N/N=C/c1cccnc1)c1ccc(CN2c3cccc4cccc(c34)S2(=O)=O)cc1	51%	2%	2%	-6%	-6%	0	12%
18	CC(C)C[C@H](NC(=O)C1CC(=O)N(c2ccc3c(c2)OCO3)C1)C(=O)NCc1ccco1 (stereo not given in full)	-7%	-3%	5%	2%	u	0	-12%
19	COc1ccc(CCN2C(=O)CC(NCCc3ccc(S(N)(=O)=O)cc3)C2=O)cc1OC (stereo not given)	-4%	10%	-10%	2%	18µM*	67	1%
20	CC(C)(C)OC(=O)NCC1CCN(S(=O)(=O)Cc2ccccc2)CC1	-3%	4%	-5%	u	0%	23	-2%
21	Cc1ccc(OCc2n[nH]c(=S)n2-c2ccccc2)cc1	-42%	u	u	-12%	8%	-60*	81%[activator]
22	COc1ccc(C(=O)NNC(=O)CCCCC(=O)NNC(=O)c2ccc(OC)cc2)cc1	-21%	2%	-3%	6%	26%	4	23%
23	CC12CCC(=O)N1C(C(=O)Nc1cccc(S(=O)(=O)N3CCCCC3)c1)CS2 (stereo not given)	-18%	x	2%	-6%	2%	-22	-3%
24	O=C(Cn1c(=O)n(-c2ccccc2)c(=O)c2sccc21)NCc1ccccc1	-21%	-4%	3%	u	39%[activator]	-25	-6%
25	COC(=O)c1c(O)c2ccccc2[nH]c1=O	-12%	5%	-13%	-1%	-3%	-1	-15%

Seven entries out of the list, ordered by SMILES length, falling.
item	Molecule	AmpC no deterg	LmPK inhibitor	TbPYK inhibitor	AmpC detergent	Sm TGR block	HCMV antiviral	AMA1-RON2 inh
19	COc1ccc(CCN2C(=O)CC(NCCc3ccc(S(N)(=O)=O)cc3)C2=O)cc1OC (stereo not given)	-4%	10%	-10%	2%	18µM*	67	1%
12	CCOC(=O)C1CCN(c2c(C(=O)c3ccccc3)cnc3ccc(Cl)cc23)CC1	-40%	8%	-5%	4%	2%	36	1%
6	CC(=O)c1ccc(NC(=O)CN2C(=O)c3cccnc3Sc3ccccc32)cc1	x	x	-3%	1%	0%	9	x
20	CC(C)(C)OC(=O)NCC1CCN(S(=O)(=O)Cc2ccccc2)CC1	-3%	4%	-5%	u	0%	23	-2%
2	CCCNC(=O)Cn1c2ccccc2c2nc(=O)cc(C)n21	-13%	5%	-5%	u	4%	27	-2%
1	Cn1c(SCc2c(F)cccc2Cl)nnc1-c1cccs1	-17%	0%	0%	-2%	7%	-13	38%[activator]
3	O=C(Cc1cn2ccsc2n1)Nc1ccccn1	-5%	-5%	-7%	u	-2%	-20	-18%

Following part.
item	Molecule	AmpC no deterg	LmPK inhibitor	TbPYK inhibitor	AmpC detergent	Sm TGR block	HCMV antiviral	AMA1-RON2 inh
26	COn1c(-n2nc(C)cc2C)nc2ccccc2c1=O	-4%	1%	2%	1%	20%	21	4%
27	CC(C)Sc1nnc(-c2c[nH]c3ccccc23)n1C	-6%	-2%	-12%	1%	0%	15	0%
28	COC(=O)C1=C(C(=O)OC)C2(OC1c1cccc(F)c1)C(=O)c1ccccc1C2=O (stereo not given)	-3%	4%	-16%	-5%	-30%	22	11%
29	N#CCC(=O)N/N=C/c1ccc(OCc2ccccc2)cc1	-60%	3%	-1%	2%	19%	-20	19%
30	COc1ccc(NC(=O)Cn2c(=O)n(-c3ccc(OC)cc3)c(=O)c3sc4ccccc4c32)cc1	x	x	-3%	4%	2%	9	x
31	O=C(Nc1ccc(Oc2ccccc2)cc1)c1csc([C@@H]2O[C@H](CO)[C@@H](O)[C@H]2O)n1	x	x	-12%	x	x	-93*	26%
32	O=C(NC1CCCCC1)C(c1ccnc2ccccc12)N1CCc2ccccc2C1 (stereo not given)	x	x	0%	x	x	-12	9%
33	Cc1cc(C)cc(NC(=O)CSc2nc3nc(C)cc(C)n3n2)c1	2%	x	-9%	u	-17%	0	7%
34	CCOC(=O)c1cc(C)n(-n2cnnc2)c1C	-1%	4%	1%	-14%	3%	58	-2%
35	CCOC(=O)C1CCCN(C(=O)c2ccc(N(C)C)cc2)CC1 (stereo not given)	x	x	1%	x	x	15	0%
36	CN(Cc1ccccc1)S(=O)(=O)c1nnc(NC(=O)c2cccc(Cl)c2)s1	x	x	0%	22%	-22%	u	x
37	COc1ccc(CCNCc2ccccc2F)cc1OC	-24%	-3%	-10%	2%	0%	5	0%
38	COc1ccc(C(=O)NCC(c2cccs2)S(=O)(=O)c2cccs2)cc1 (stereo not given)	x	x	-6%	-1%	-27%	16	x
39	C=CCN1CC(c2nc3ccccc3n2CCOc2ccccc2)CC1=O (stereo not given)	96%[activator]	-4%	-4%	-4%	-13%	39	-22%
40	COc1cc(-c2ccno2)ccc1S(=O)(=O)N1CCN(c2ccc(C(C)=O)cc2)CC1	x	x	4%	11%	5%	19	x
41	CC(Oc1ccccc1F)C(=O)NCC1(N2CCOCC2)CCCCC1 (stereo not given)	x	x	0%	10%	-3%	u	x
42	Clc1ccccc1C=NNc1ccccn1	x	x	-10%	x	x	44	13%
43	COc1ccc(C(=O)Nc2cc(C)ccc2NC(=O)COc2ccccc2)cc1	u	3%	-3%	-1%	0%	-8	6%
44	CC(C)[C@H]1C(=O)Nc2ccccc2N1C(=O)N[C@@H](Cc1ccccc1)C(=O)N[C@H](Cc1ccccc1)C(=O)O	-20%	0%	-3%	u	5%	-5	6%
45	COCCNC(=O)CSc1nc2nc(C)cc(C)n2n1	-11%	1%	-26%	u	-21%	-17	5%
46	C=CCN1C(=O)c2ccc(C(=O)N(CC)CC(=O)Nc3c(F)cccc3F)cc2C1=O	-24%	x	-2%	u	0%	7	13%
47	O=C(Oc1ccccc1C(=O)N1CCOCC1)c1ccc(F)cc1	14%	1%	-2%	-2%	30%	74	-10%
48	CCOP(=O)(OCC)c1ccc2c(c1)C(=O)c1ccccc1CC2	88%[activator]	x	0%	-5%	0%	11	x

Single records (already shown):
Results for COc1ccc(CCNCc2ccccc2F)cc1OC : AmpC no deterg: -24%; LmPK inhibitor: -3%; TbPYK inhibitor: -10%; AmpC detergent: 2%; Sm TGR block: 0%; HCMV antiviral: 5; AMA1-RON2 inh: 0%
Results for O=C(Oc1ccccc1C(=O)N1CCOCC1)c1ccc(F)cc1 : AmpC no deterg: 14%; LmPK inhibitor: 1%; TbPYK inhibitor: -2%; AmpC detergent: -2%; Sm TGR block: 30%; HCMV antiviral: 74; AMA1-RON2 inh: -10%
